CF NFkB inh: cystic fibrosis NF-kB activation inhibition; inhibition, % at 5 µM; KKLEB NF-kB-GFP reporter, PAF-induced, GFP fluorescence overnight; hit rate 0.86% among 360,000; AID 588850;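 active = at least 50% inhibition at 5 µM, scaled per plate between neutral and stimulator controls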;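 also: PAF is a Pseudomonas aeruginosa culture filtrate used as stimulus; plate controls were PAF-stimulated DMSO wells for no effect and unstimulated DMSO wells for full effect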
Peg3 prom inh: Peg3 promoter activity inhibition; HeLa PEG-Prom luciferase reporter, luminescence, overnight; inhibition, % at 20 µM; hit rate 1.7% among 360,000;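 active = inhibition of at least 50% at 20 µM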
KKLEB cytotox: counter-screen for CF NF-kB inhibitors: cytotoxicity | KKLEB CF airway cells viability, ATPlite luminescence, overnight; active compounds read low; cells stimulated with P. aeruginosa culture filtrate | hit rate 0.36% among 360,000 | AID 602141 | activity change (cytotoxicity), % at 5 µM;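 active = corrected activity change at or below -50% at 5 µM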
TRAIL sens C8: caspase-8 TRAIL sensitization. NB7+C8 cells + TRAIL, ATPlite viability luminescence. inhibition (viability loss, TRAIL sensitization), % at 10 µM. hit rate 1% among 360,000;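 active = compounds causing at least 50% loss of cell viability in the single-dose screen, relative to plate controls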
MITF TRPM1 inh: MITF TRPM1 promoter inhibition in SK-MEL-5 cells; SK-MEL-5 TRPM1 promoter luciferase, 24 h; inhibition, % at 12.5 µM; hit rate 0.83% among 330,000; AID 488899;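 active = mean inhibition across replicates of 60% or more, whatever share of single replicates reaches that level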; also: values of inactives mirror those of a sister screen read the other way
HIF-2a inh: blocks HIF-2a reporter activity | 786-0 RCC cells HIF-2a reporter, luciferase luminescence, overnight | inhibition, % at 18.8 µM | hit rate 0.72% among 360,000 | AID 624352;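 active = inhibition of the luminescence signal of 40% or more relative to plate controls, in a single-dose primary screen at 18.75 µM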
Shn3 3UTR inh: inhibitors of Schnurri-3 3'UTR reporter in osteoblasts. Clone20 osteoblast Shn3 3'UTR firefly luciferase, 24 h. inhibition, % at 12.5 µM. hit rate 0.52% among 360,000. AID 588674;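 active = mean inhibition of at least 75% with every replicate also reaching 75%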;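 also: 0% = median of neutral control wells and 100% = pilot-screen positive control compound; some compounds past the cut are filed as inactive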
TROY signal inh: TROY signaling inhibition | inhibition, % at 10 µM | Q293 LMP1-TROYcd NF-kB luciferase reporter, 4 h | AID 1347056 | hit rate 0.98% among 360,000;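 active = compounds whose plate-normalised and pattern-corrected inhibition of the luciferase reporter signal at the single screening dose is 50% or more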
TWEAK-Fn14 inh: inhibitors of TWEAK-Fn14 interaction signaling. TWEAK-stimulated Fn14 reporter cells, luciferase luminescence, 8 h. inhibition, % at 10 µM. hit rate 2% among 360,000. AID 1159606; in the data active = inhibition above about 50%
NR2E3 ag-1: human photoreceptor-specific nuclear receptor agonism; Q9Y5X4; CHO-S Gal4-NCOR/VP16-NR2E3 two-hybrid, luciferase; inhibition of corepressor binding, % at 3.98 µM; hit rate 0.35% among 360,000; AID 602229;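 active = inhibition above the mean of all tested compounds plus 3 SD, cut at about 70% in these data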;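 also: 0% = DMSO with NR2E3 transfected cells and 100% = cells lacking NR2E3 construct; higher means lower luciferase signal from less NR2E3 corepressor binding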
Target sequence (Q9Y5X4 whole entry, looked up, the tested form may be a part): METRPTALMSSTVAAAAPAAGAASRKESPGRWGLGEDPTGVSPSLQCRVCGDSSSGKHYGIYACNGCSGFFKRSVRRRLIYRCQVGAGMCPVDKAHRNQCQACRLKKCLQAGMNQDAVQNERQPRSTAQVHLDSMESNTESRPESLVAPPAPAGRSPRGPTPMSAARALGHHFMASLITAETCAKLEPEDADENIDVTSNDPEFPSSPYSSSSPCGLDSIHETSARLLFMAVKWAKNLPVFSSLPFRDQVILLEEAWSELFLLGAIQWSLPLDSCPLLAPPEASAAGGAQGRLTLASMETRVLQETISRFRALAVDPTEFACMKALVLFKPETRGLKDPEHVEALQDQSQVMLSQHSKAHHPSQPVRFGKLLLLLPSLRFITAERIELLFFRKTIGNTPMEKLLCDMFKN
NR2E3 ag-2: activates human photoreceptor nuclear receptor NR2E3; inhibition of corepressor binding, % at 4.78 µM; GST-NR2E3/biotin-RetCOR TR-FRET, 1536-well; hit rate 0.12% among 320,000; AID 2300;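 active = percent inhibition above the cutoff of mean plus 3 SD of all tested compounds, set per screening campaign, cut at about 20% in these data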;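 also: 0% = DMSO wells and 100% = biotin wells as full block of FRET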
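Material: NR2E3–RetCOR corepressor complex / Amount: 1.35 nM GST-NR2E3 / Medium: Tris pH 7.5 / Compound: single nominal compound dose of 4.8 µM / Incubation: 5 h at 4 °C / Technique: TR-FRET, Eu(K)-anti-GST donor, streptavidin-D2 acceptor, ex 340, em 617/671 nm / Read-out basis: percent loss of FRET ratio relative to control wells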
* marks the source's active call; other numbers are inactive results; nt = not tested or not shown. Only part of the results is shown (hit frequency here may not be typical).

structure	TRAIL sens C8	TWEAK-Fn14 inh	Shn3 3UTR inh	KKLEB cytotox	HIF-2a inh	CF NFkB inh	MITF TRPM1 inh	TROY signal inh	NR2E3 ag-2	NR2E3 ag-1	Peg3 prom inh
COc1ccc(S(=O)(=O)NC(Cc2ccccc2)C(=O)O)cc1 (stereo not drawn)	-18	16	-3	6	17	4	9	3	1	-10	7
c1ccc(-c2ccccc2-c2nc(-c3cccnc3)no2)cc1	-2	-27	3	-4	3	4	-4	-12	4	8	-5
CC1Cc2ccccc2N1C(=O)COC(=O)c1ccc(O)cc1 (stereo not drawn)	-9	3	-13	-3	-9	3	1	3	0	20	1
CCOC(=O)N1CCN(c2cc(N3CCOCC3)c(F)cc2[N+](=O)[O-])CC1	-3	51*	10	0	16	-7	12	6	-4	-10	11
O=C(NCc1ccc2c(c1)OCO2)c1cccc(C(=O)NCc2ccc3c(c2)OCO3)c1	-12	18	13	-8	10	-12	9	-15	3	-27	18
C/C(CC(=O)NCc1ccco1)=N\NC(=O)Cc1ccc(-c2ccccc2)cc1	12	17	-26	-4	6	8	-9	1	0	-16	-1
O=[N+]([O-])c1ccc(N2CCN(Cc3ccc([N+](=O)[O-])o3)CC2)cc1	7	-3	-4	-11	-6	-2	8	-7	nt	-6	41
CCc1cn([C@H]2C[C@H](O)[C@@H](CO)O2)c(=O)[nH]c1=O	13	-4	-9	-2	-1	11	18	-4	0	21	21
COc1ccc(C2(C(=O)N3CCC(n4nc(-c5ccccc5)oc4=O)CC3)CC2)cc1	9	-15	12	-1	9	14	-3	-23	-2	-5	21
COc1ccc(CC(=O)N2CCc3cc(OC)c(OC)cc3C2)cc1	-11	-13	-5	-7	8	-4	16	0	-3	-14	11
CCCCc1c(-c2ccccc2OC)ncn1Cc1ccc(-c2ccccc2)cc1	17	43	nt	nt	-2	nt	nt	25	nt	38	nt
CCOCCCNC(=O)C1CCN(Cc2ccc(OCc3ccccc3)c(OC)c2)CC1	14	-6	-14	-18	-158	3	-52	-23	1	-16	-137
CC(=O)c1ccc(N=C2SCCCN2C(=O)C2CCCCC2)cc1	-5	-2	-2	6	-7	1	nt	-3	0	-8	-1
COc1ccc(NC(=O)CCCN2C(=O)C(c3ccccc3)Oc3cccnc32)cc1OC (stereo not drawn)	-5	2	13	6	-4	7	0	-3	-2	-43	7
C/C(=N\NC(=O)C(NC(=O)c1ccccc1)C(C)C)c1ccccc1 (stereo not drawn)	-2	-10	-2	-1	10	-2	-1	-22	-3	-56	11
O=C1NCCN(Cc2cccc(Oc3ccccc3)c2)C1CC(=O)N1CCCCO1 (stereo not drawn)	3	1	4	10	20	0	6	-9	3	6	-4
Cn1c(SCC(=O)O)nnc1-c1cccc(NC(=O)c2cccc3ccccc23)c1	-10	-6	-3	17	1	11	1	-3	-2	13	12
CSc1nnc(Nc2ccccc2C)s1	-3	-1	-56	-20	-73	-8	-32	-34	-5	-40	-52
CC1CC(C)(C)NC(=S)N1CCC(=O)N1c2ccccc2CC1C (stereo not drawn)	8	28	-2	-8	16	-18	8	20	-2	24	7
CN(C)CCCn1c(=O)n(C2CCCCC2)c(=O)c2c3c(sc21)CCCCC3	1	-16	2	-7	-7	32	-2	-8	1	6	9
CCN(CC)S(=O)(=O)c1cccc(C(=O)OCC(=O)NCCN2C(=O)CSC2=O)c1	2	-11	-5	-17	9	-16	7	17	3	-40	2
CCOc1ccccc1C(=O)OCC(=O)Nc1cc(Cl)ccc1Oc1ccccc1	2	-11	-5	-11	11	12	-14	-6	2	-14	17
O=C(CCn1cccn1)Nc1ccc2c(c1)OCCO2	-7	78*	-14	-3	0	6	3	62*	1	9	-7
Cc1cc(C(=O)Nc2cccc(C)c2C)c2ccccc2n1	-6	-29	4	-2	18	6	11	3	0	-26	8
Cc1cccc(NC(=S)NNC(=S)NCc2ccccc2)c1	-9	-6	-9	-6	-142	15	-8	-74	1	-79	-74
COc1ccc(S(=O)(=O)N2CCCCCC2)cc1C(=O)N(C)CC(=O)Nc1ccccc1Br	-11	-18	3	-15	9	1	10	-8	5	3	20
Cc1cc(C)n(-c2nc3ccccc3s2)n1	5	-16	-39	10	-182	6	-47	-56	-3	-15	-156
COc1ccc(CN2C(=O)C(CC(=O)NC3CC3)CC(C(=O)N(C)C)=C2C)cc1 (stereo not drawn)	-3	-7	-17	0	-3	-1	nt	-2	nt	-10	-11
CCOC(=O)C1=NOC2(C1)C(=O)Nc1c(Cl)cccc12 (stereo not drawn)	-2	10	nt	nt	10	nt	nt	-14	nt	7	nt
CN(C(=O)COC(=O)CNC(=O)c1sc2ccccc2c1Cl)C1CCS(=O)(=O)C1 (stereo not drawn)	-2	24	7	8	-4	-3	-6	-26	nt	-35	-21
O=C(NC(=S)Nc1sc2c(c1C(=O)O)CCCC2)c1ccccc1	12	36	0	12	-197	11	-15	42	4	-41	-192
Cc1ccc(-n2ncc3c(=O)n(CC(=O)N4CCN(C(=O)c5ccco5)CC4)cnc32)cc1	-4	0	14	-13	-4	17	27	-1	0	-6	11
COc1ccc(NC(=S)N(CCCN2CCCC2)Cc2cccs2)cc1	-4	-14	23	1	5	1	-1	-9	-1	-17	-6
COc1ccc([C@H]2CC(=O)C=C(c3ccc(CO)cc3)C2)cc1	13	-7	-30	4	-35	8	-14	-17	3	-12	-24
CN1C(C(=O)NCc2cccc(Br)c2)CC2Cn3c(nc4cc(Cl)c(Cl)cc43)C21 (stereo not drawn)	9	-17	15	-8	12	-3	8	-11	-1	19	-6
CN(CCC1CCOCC1)C(=O)C1CCC(=O)N(CCc2ccc(Cl)cc2)C1 (stereo not drawn)	-2	7	5	0	-16	-6	1	-9	-2	-9	-22
COc1ccc(C(=O)C(C)N(C(=O)c2ccc(Cl)cc2Cl)N2C(=O)C3C4C=CC(C4)C3C2=O)cc1 (stereo not drawn)	13	-3	31	6	-10	-7	0	-12	-1	3	22
COc1ccc(C(=O)N(Cc2ccccc2)c2cccc(C)c2)c(OC)c1OC	9	4	17	5	0	9	-4	-2	0	11	13
CC(=O)N1CCOc2ccc(S(=O)(=O)NC[C@H]3O[C@@H](n4ccc(=O)[nH]c4=O)[C@H](O)[C@@H]3O)cc21	-3	1	6	5	10	2	8	-6	nt	-13	6
Cc1cc(SCC(=O)c2cccc([N+](=O)[O-])c2)nc(=O)[nH]1	15	-20	-91	-6	-188	-2	-59	-9	-2	-72	-282

Some of the entries above in another layout:
Fields: TRAIL sens C8, TWEAK-Fn14 inh, Shn3 3UTR inh, KKLEB cytotox, HIF-2a inh, CF NFkB inh, MITF TRPM1 inh, TROY signal inh, NR2E3 ag-2, NR2E3 ag-1, Peg3 prom inh
- COc1ccc(C(=O)C(C)N(C(=O)c2ccc(Cl)cc2Cl)N2C(=O)C3C4C=CC(C4)C3C2=O)cc1 (stereo not drawn)
→ 13, -3, 31, 6, -10, -7, 0, -12, -1, 3, 22
- COc1ccc(C(=O)N(Cc2ccccc2)c2cccc(C)c2)c(OC)c1OC
→ 9, 4, 17, 5, 0, 9, -4, -2, 0, 11, 13

Additional entries follow:
structure	TRAIL sens C8	TWEAK-Fn14 inh	Shn3 3UTR inh	KKLEB cytotox	HIF-2a inh	CF NFkB inh	MITF TRPM1 inh	TROY signal inh	NR2E3 ag-2	NR2E3 ag-1	Peg3 prom inh
Clc1ccccc1-c1ncnc2ccc(Br)cc12	-1	13	4	-9	21	0	0	3	9	-19	11
Cc1cc(O)c(C=O)c2c1C(=O)Oc1c(CO)c(O)c3c(c1O2)C(O)OC3=O (stereo not drawn)	-9	56*	-1	11	10	1	2	-5	6	-13	14
Cc1ccc(-c2nn(C)c(=O)c3ccccc23)cc1CNC(=O)CSc1nc2ccccc2o1	-7	14	4	-10	15	1	3	-6	1	2	3
COc1cc(NC(=O)c2ccccc2)ccc1NC(=O)Cc1ccccc1	-22	3	-4	-11	-29	0	-3	6	-1	-29	-6
CC(C)C(NC(=O)OC(C)(C)C)C(=O)NC(CCC(=O)OCc1ccccc1)C(N)=O (stereo not drawn)	-7	2	-15	-12	0	11	3	0	0	19	-1
COc1ccc(C(=O)NC2CCCCCC2)cc1OC1CCN(C(C)=O)CC1	1	-8	-22	-6	-3	-4	3	-17	1	8	8
O=[N+]([O-])c1ccccc1/C=C\C=N\N1CCN(c2ccccc2)CC1	2	-10	4	-8	-145	7	-9	-25	4	-11	-44
O=C(Nc1ccccc1)c1ccccc1N=Cc1ccccc1O	16	-94	-41	-5	-93	13	-24	-35	1	-31	-99
Oc1ccccc1/C=N/n1c(-c2cccs2)n[nH]c1=S	-2	-1	-23	-4	10	14	6	7	1	-4	9
CCc1ncc(C(O)c2cccc(OC)c2OC)n1C (stereo not drawn)	-30	8	8	-4	1	2	-3	-10	1	3	4
O=C(NC1CCCCC1)Oc1cccc2ccccc12	1	-1	-6	-3	-2	25	3	7	3	-25	-6
O=C(CN(Cc1ccccc1)S(=O)(=O)c1ccccc1)N/N=C/c1ccc2c(c1)OCO2	-10	-4	20	11	18	1	10	-6	4	-5	21
CCOc1ccc(C(O)c2nccn2Cc2ccccc2)cc1 (stereo not drawn)	1	-9	-8	-1	-5	6	-6	-5	4	-10	-1
CCc1ccccc1NC(=O)C1NC(=O)CC1c1ccccc1 (stereo not drawn)	6	-3	-12	8	9	-6	1	-8	0	-5	5
COc1cc(C(C(=O)NC2CCCC2)N(C(=O)c2ccco2)c2ccccc2C(C)=O)cc(OC)c1OC (stereo not drawn)	-20	-3	-2	-9	10	4	6	1	2	-4	-3
CC(C)(C)C(=O)NC1CCN(S(=O)(=O)c2ccccc2F)CC1	1	-4	5	5	7	-12	-9	-7	-3	-6	11
CC(C)CN(CC(C)C)C(=O)C12CCC(C)(C(=O)C1)C2(C)C (stereo not drawn)	7	-6	9	1	7	5	-2	3	0	2	17
Cc1ccc2c(c1)C1CN(C)CCC1N2C(=O)c1ccccc1NS(=O)(=O)c1ccc(F)cc1 (stereo not drawn)	2	-5	20	11	16	-16	13	1	2	-34	13
CCOC(=O)N1CCN(C(=O)c2cc(S(=O)(=O)N3CCCC3)cn2C)CC1	-26	-8	9	-2	13	-2	5	-9	-2	-5	15
CC1Cc2ccccc2N1CC(=O)Nc1ccc(Cl)c(S(=O)(=O)N(C)C)c1 (stereo not drawn)	-2	25	2	14	9	-2	4	1	-6	-28	20
CN1CCN(c2oc(-c3ccco3)nc2S(=O)(=O)c2ccccc2)CC1	-2	-10	-10	-12	6	16	8	10	-6	9	10
CCOc1ccc(-c2cccc(NS(=O)(=O)c3cc([N+](=O)[O-])ccc3C)c2)nn1	9	-6	-9	4	-5	-11	1	-35	-5	8	20
COc1ccc(NC(=O)C2CCN(C(=O)NCc3ccccc3)CC2)cc1	-6	-28	-21	6	17	-4	4	6	-2	-5	6

Assay outcomes (PubChem)
